U2OS ROS induce – cancer cell ROS induction; U2OS ROS induction, H2DCF-DA fluorescence; AID 624156; ROS induction (% of piperlongumine), % at 10 µM; actives 2% (n = 46,000); in the data active = ROS induction above about 79%, passing the limit was not always enough;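 note: 0% = DMSO vehicle median and 100% = reference compound median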
The depositor's hits bear a star.

smiles,U2OS ROS induce
O=C(Oc1ccc2ccccc2c1)C1c2ccccc2Oc2ccccc21,16
C[C@H](CO)N1C[C@H](C)[C@H](CN(C)C(=O)Nc2cccc3ccccc23)Oc2c(NS(C)(=O)=O)cccc2C1=O,-2
C[C@H](CO)N1C[C@H](C)[C@H](CN(C)C)Oc2ccc(NS(=O)(=O)c3cn(C)cn3)cc2C1=O,7
C[C@@H]1CN([C@H](C)CO)C(=O)Cc2cc(NS(=O)(=O)c3cccs3)ccc2O[C@H]1CN(C)CC1CCCCC1,24
O=C(Nc1ccccc1C(F)(F)F)C1Sc2nnc(-c3ccccc3)n2NC1c1ccc(F)cc1 (stereo unspecified),50
C[C@@H]1CN([C@@H](C)CO)C(=O)c2cc(NC(=O)Nc3ccc(F)cc3)ccc2O[C@@H]1CN(C)S(=O)(=O)c1ccc(Cl)cc1,29
C[C@@H]1CN([C@H](C)CO)C(=O)c2cccc(NS(=O)(=O)c3cn(C)cn3)c2O[C@@H]1CN(C)CC1CCCCC1,-2
S=c1[nH]nc(-c2cccnc2)n1/N=C/C=C/c1ccco1,42

Going on with the list:
smiles,U2OS ROS induce
COc1ccc(NC(=O)Nc2cccc3c2O[C@H](CN(C)Cc2ccc(-c4ccccc4)cc2)[C@H](C)CN([C@H](C)CO)C3=O)cc1,22
O=C(Oc1ccc(C=Nc2ccc(F)cc2)cc1)c1cccs1,-8
O=C(N1CCOCC1)[C@]1(Cc2ccccc2)N=C(c2ccc(OCCCO)cc2)O[C@@H]1c1ccccc1,35
O=C(c1ccccc1)c1ccc(F)cc1,-2
NC(=O)C1c2ccccc2Oc2ccccc21,2
C[C@H](CO)N1C[C@H](C)[C@@H](CN(C)Cc2ccc3c(c2)OCO3)Oc2c(NC(=O)c3ccc(-c4nccs4)cc3)cccc2C1=O,51
O=C1CC(C(=O)Nc2ccccc2)N=C(Nc2nc3ccccc3s2)N1 (stereo unspecified),-12
Cc1sc2nc(C(=O)Oc3ccc(F)cc3)cc(N)c2c1C,8

Next compounds
smiles,U2OS ROS induce
N#Cc1c(C(F)(F)F)cc(-c2ccccc2)nc1SCC(=O)N1CCCCC1,14
O=c1c(Cl)c(NCCc2ccccc2)cnn1-c1ccccc1,-7
Cc1noc(C)c1NC(=O)N(C)C[C@H]1Oc2ccc(NC(=O)Nc3ccc(C(F)(F)F)cc3)cc2C(=O)N([C@H](C)CO)C[C@H]1C,-7
C[C@@H]1CN([C@H](C)CO)C(=O)Cc2cc(NC(=O)CCN3CCOCC3)ccc2O[C@H]1CN(C)S(C)(=O)=O,-8
Cc1ccc(SCC(=O)Nc2cc(C)on2)cc1,-6
COc1cc(C(=O)OC(Cc2ccccc2)C(F)(F)F)cc(OC)c1OC (stereo unspecified),13
C=CC[C@]1(C(=O)OC)N=C(c2ccc(OCCCO)cc2)O[C@H]1c1ccccc1,2
O=C(NCCC1=CCCCC1)c1ccc2c(c1)OCO2,0

Next section
smiles,U2OS ROS induce
Cc1cc(Cl)ccc1OCC(=O)Nc1sc2c(c1C#N)CCC2,-17
O=C(CCCCCCC(=O)Nc1ccccc1O)N/N=C/c1ccc(Oc2ccccc2)cc1,15
C[C@@H]1CN([C@H](C)CO)C(=O)c2cccc(NC(=O)C3CCOCC3)c2O[C@H]1CN(C)Cc1ccc2c(c1)OCO2,5
CCCNC(=O)c1oc2ccc3c(c2c1C)C(=O)CC(C)(C)O3,13
COc1cccc(C(Nc2cc(C)ccn2)c2ccc3ccc(C)nc3c2O)c1 (stereo unspecified),9
C/S(=N\S(=O)(=O)c1cccc2nsnc12)c1ncc(Cl)cc1C(F)(F)F (stereo unspecified),13
COc1ccc(N2C(=O)Cc3ccc(OC)cc3C2=O)cc1,-7
Cc1ccccc1S(=O)(=O)N(C)C[C@H]1OCc2cnnn2CCCC(=O)N([C@H](C)CO)C[C@H]1C,-20

More structures.
smiles,U2OS ROS induce
O=C(O)CCCC(=O)Nc1ccc(O)cc1,-8
C[C@@H]1CN([C@H](C)CO)C(=O)c2cc(NC(=O)C3CCCCC3)ccc2O[C@@H]1CN(C)Cc1ccncc1,-8
COc1ccc(CN(CCN(C)C)c2ncccn2)cc1,14
C=CCN(c1ccccc1)S(=O)(=O)c1ccc(F)c(C(=O)Nc2ccc(C(C)C)cc2)c1,6
O=C(CN1C(=O)COc2ccc(Cl)cc21)N1CCCC1,18
Cc1noc(C)c1NC(=O)N(C)C[C@H]1Oc2ccc(NC(=O)Nc3ccc(F)cc3)cc2CC(=O)N([C@@H](C)CO)C[C@@H]1C,2
C[C@H]1CN([C@@H](C)CO)C(=O)Cc2cc(NC(=O)Nc3ccc(F)cc3)ccc2O[C@@H]1CN(C)C(=O)Nc1ccc2c(c1)OCO2,23
C[C@@H]1CN([C@H](C)CO)C(=O)Cc2cc(NC(=O)CCCCCC(=O)Nc3ccccc3N)ccc2O[C@H]1CN(C)CC1CC1,9

At a glance, some entries already given.
smiles,U2OS ROS induce
O=C(N1CCOCC1)[C@]1(Cc2ccccc2)N=C(c2ccc(OCCCO)cc2)O[C@@H]1c1ccccc1,35
O=C(c1ccccc1)c1ccc(F)cc1,-2

Some of the entries above in another layout.
O=C(O)CCCC(=O)Nc1ccc(O)cc1
- U2OS ROS induce: -8

C[C@@H]1CN([C@H](C)CO)C(=O)c2cc(NC(=O)C3CCCCC3)ccc2O[C@@H]1CN(C)Cc1ccncc1
- U2OS ROS induce: -8

COc1ccc(CN(CCN(C)C)c2ncccn2)cc1
- U2OS ROS induce: 14

C=CCN(c1ccccc1)S(=O)(=O)c1ccc(F)c(C(=O)Nc2ccc(C(C)C)cc2)c1
- U2OS ROS induce: 6

Carrying on:
smiles,U2OS ROS induce
COc1ccc(Cn2c3ccc(Br)cc3c3nc4ccccc4nc32)cc1OC,4
C[C@H](CO)N1C[C@H](C)[C@H](CN(C)Cc2ccc(-c3ccccc3)cc2)Oc2ccc(NC(=O)C3CC3)cc2CC1=O,37
COc1ccc(NC(=O)N(C)C[C@H]2Oc3ccc(NS(=O)(=O)c4cccs4)cc3C(=O)N([C@@H](C)CO)C[C@H]2C)cc1,-8
CCOCCCNc1nc2c([nH]1)c(=O)n(C)c(=O)n2C,-34
C[C@@H]1CN([C@@H](C)CO)C(=O)Cc2cc(NS(=O)(=O)c3cccs3)ccc2O[C@@H]1CN(C)Cc1ccc(-c2ccccc2)cc1,18
CC1=CS(=O)(=O)CC1SC(=S)NC(C)C (stereo unspecified),18
O=C(Nc1ccc(Cl)cc1)c1sc2ccccc2c1Cl,-6
Cc1cccc(CN2CCC(CNC(=O)c3cc4c(=O)[nH]c5ccc(C)cc5c4s3)CC2)c1,2

Continued:
smiles,U2OS ROS induce
COc1ccc([Si](C)(C)[C@@H]2[C@@H](CCO)O[C@]3(C(=O)N(Cc4ccccc4)c4ccc(NC(C)=O)cc43)[C@H]2C)cc1,67
C[C@H]1CN([C@@H](C)CO)C(=O)Cc2cc(NS(=O)(=O)c3ccc(Cl)cc3)ccc2O[C@@H]1CN(C)CC1CCCCC1,21
COc1ccc(S(=O)(=O)Nc2ccc3c(c2)CC(=O)N([C@H](C)CO)C[C@@H](C)[C@H](CN(C)CC2CCCCC2)O3)cc1,7
CC1OC(OC(=O)C2=CC3(O)CC(C)(C)CC34C(C)CCC24)C(O)C(O)C1O (stereo unspecified),-12
C[C@@H]1CN([C@H](C)CO)C(=O)c2cccc(NC(=O)NC3CCCCC3)c2O[C@@H]1CN(C)S(=O)(=O)c1ccccc1,-8
CCN(CC(=O)O)S(=O)(=O)c1ccc(Cl)cc1,-12
CC(=O)Nc1cccc(-c2cc(=O)c3ccccc3o2)c1O,0
Cc1cccc(OCC(=O)NC(=S)Nc2ccc(C)cc2O)c1,6

The listing continues.
smiles,U2OS ROS induce
CC(=O)Nc1cc(C(=O)NC2CCC(C)CC2)ccc1S(=O)(=O)c1ccc(Cl)cc1 (stereo unspecified),-20
C[C@@H]1CN([C@@H](C)CO)C(=O)c2cccc(NS(C)(=O)=O)c2O[C@H]1CN(C)C(=O)Nc1cccc2ccccc12,-5
C[C@@H]1CN([C@@H](C)CO)C(=O)Cc2cc(NC(=O)NC3CCCCC3)ccc2O[C@@H]1CN(C)C(=O)Nc1ccc(F)cc1,-4
Cc1noc(C)c1NC(=O)N(C)C[C@@H]1Oc2ccc(NC(=O)CCCCCC(=O)Nc3ccccc3N)cc2C(=O)N([C@H](C)CO)C[C@@H]1C,-4
COc1cc(Cl)cc(C(=O)O)c1OCC(=O)O,-12
COc1ccc2ccccc2c1-c1c(OC)ccc2ccccc12,11
CC1CCc2c(sc(/N=C/C=C/c3ccccc3)c2C#N)C1 (stereo unspecified),13
O=C(CCCCn1cnc2ccccc21)c1ccccc1,-8

Next part
smiles,U2OS ROS induce
C[C@H](CO)N1C[C@H](C)[C@@H](CN(C)Cc2ccc(C(F)(F)F)cc2)Oc2c(NS(=O)(=O)c3cccs3)cccc2C1=O,32
COC(=O)c1c(O)cc(C)cc1Oc1c(O)cc(OC)cc1CO,-6
C[C@H]1CN([C@@H](C)CO)C(=O)c2cc(NC(=O)CCCCCC(=O)Nc3ccccc3N)ccc2O[C@@H]1CN(C)C(=O)Nc1cccc2ccccc12,2
CS(=O)(=O)N(CC(=O)O)c1cccc(Cl)c1,0
COC(=O)CCCCCCC(=O)N/N=C/c1ccc(OCCO)cc1,32
CC(Oc1ccc(Cl)cc1Cl)C(=O)Nc1cccc(-c2nc3ccccc3o2)c1 (stereo unspecified),10
Cc1ccc(S(=O)(=O)Nc2ccc3c(c2)CC(=O)N([C@H](C)CO)C[C@@H](C)[C@@H](CN(C)C)O3)cc1,3
COc1ccc(OC)c(S(=O)(=O)c2ccc(Br)cc2)c1,7

Next entries follow:
smiles,U2OS ROS induce
O=c1c2ccccc2nc(SCc2c(F)cccc2F)n1Cc1ccccc1,21
Cc1ccc(S(=O)(=O)Nc2cccc3c2O[C@H](CN(C)S(=O)(=O)c2cn(C)cn2)[C@H](C)CN([C@H](C)CO)C3=O)cc1,-5
C[C@H](CO)N1C[C@H](C)[C@H](CN(C)S(=O)(=O)c2ccc(F)cc2)Oc2ccc(NC(=O)C3CCCCC3)cc2C1=O,8
COc1ccc(NC(=O)N(C)C[C@H]2Oc3c(NC(=O)Nc4cccc5ccccc45)cccc3C(=O)N([C@H](C)CO)C[C@@H]2C)cc1,-5
Cc1cccc(OCCn2c(C(C)O)nc3ccccc32)c1 (stereo unspecified),-16
Cc1ccc(OCCSc2nc(C)cc(=O)[nH]2)c(I)c1,5
CCCCOc1ccc(OCCCN2CCOCC2)cc1,13
CN(CC(=O)Nc1ccc(Cl)cc1)S(=O)(=O)c1ccccc1,5

(cont.)
smiles,U2OS ROS induce
O=C(NCc1ccco1)c1cc([N+](=O)[O-])ccc1Sc1nc2ccccc2[nH]1,5
CC1(C)CC(=O)C2=C(C1)NC1=C(C(=O)c3ccccc31)C2c1ccc(OC(=O)CN2C(=O)C3CCCCC3C2=O)cc1 (stereo unspecified),35
O=C(N[C@@H]1C[C@H]2CC[C@@H]1C2)c1ccc(CSc2ccccc2)cc1,57
C[C@@H]1CN([C@H](C)CO)C(=O)Cc2cc(NC(=O)CCCCCC(=O)Nc3ccccc3N)ccc2O[C@H]1CN(C)S(=O)(=O)c1cn(C)cn1,5
COc1ccc(S(=O)(=O)N(C)C[C@H]2Oc3ccc(NC(=O)Cc4ccccc4)cc3C(=O)N([C@@H](C)CO)C[C@H]2C)cc1,4
CC(=O)c1cccc(NC(=O)CN(c2cccc(F)c2)S(C)(=O)=O)c1,13
Nc1nnc(SCC(=O)Nc2ccc(Cl)cc2O)s1,5
Cc1noc(NS(=O)(=O)c2ccc(N)cc2)c1C,1

Continuation:
smiles,U2OS ROS induce
COc1ccc(NC(=O)N(C)C[C@@H]2Oc3ccc(NC(=O)Nc4ccc5c(c4)OCO5)cc3CC(=O)N([C@@H](C)CO)C[C@@H]2C)cc1,-13
COC(=O)c1cc(-c2cccc(OC)c2)on1,16
Cc1noc(C)c1NC(=O)Nc1cccc2c1O[C@H](CN(C)S(=O)(=O)c1ccccc1)[C@H](C)CN([C@H](C)CO)C2=O,1
Cn1c(=O)c2c(nc(Sc3nnc(N)s3)n2C)n(C)c1=O,-14
CC(C)NC(=O)Nc1ccc2c(c1)C(=O)N([C@H](C)CO)C[C@@H](C)[C@@H](CN(C)Cc1ccc(C(=O)O)cc1)O2,-13
Cc1ccc(N(CC(=O)Nc2ccc(I)cc2C)S(C)(=O)=O)cc1C,2
Cc1noc(C)c1NC(=O)N(C)C[C@H]1Oc2ccc(NS(=O)(=O)c3cccs3)cc2C(=O)N([C@@H](C)CO)C[C@H]1C,-4
C[C@@H]1CN([C@@H](C)CO)C(=O)c2cccc(NC(=O)Nc3ccc(F)cc3)c2O[C@@H]1CN(C)Cc1ccc(C(F)(F)F)cc1,41

The list continues.
smiles,U2OS ROS induce
CC(C)N(Cc1ccccc1)C(=O)Nc1ccc(C(F)(F)F)cc1,-4
COc1ccc(S(=O)(=O)Nc2cccc3c2O[C@H](CN(C)C(=O)Nc2ccc(C(F)(F)F)cc2)[C@H](C)CN([C@@H](C)CO)C3=O)cc1,13
C[C@@H]1CN([C@H](C)CO)C(=O)Cc2cc(NC(=O)Nc3ccc(C(F)(F)F)cc3)ccc2O[C@H]1CN(C)CC1CC1,-12
C[C@H](CO)N1C[C@H](C)[C@@H](CN(C)C(=O)Nc2ccc(F)cc2)Oc2ccc(NC(=O)Nc3ccc4c(c3)OCO4)cc2C1=O,-9
C[C@@H]1CN([C@H](C)CO)C(=O)c2cccc(NC(=O)C3CCCCC3)c2O[C@H]1CN(C)S(=O)(=O)c1ccc(F)cc1,5
Cc1sc2nc(SCC(=O)Nc3ccccc3C(F)(F)F)nc(N)c2c1C,-5
C[C@@H]1CN([C@H](C)CO)C(=O)Cc2cc(N(C)C)ccc2O[C@@H]1CN(C)Cc1ccc(Oc2ccccc2)cc1,14
CC1(OC(=O)/C=C/c2ccccc2)CC(O)C2C=COC(OC3OC(CO)C(O)C(O)C3O)C21 (stereo unspecified),0

The list is partial; the hit share may differ from the screen's.
